MmCpn inh = blocks the Methanococcus maripaludis chaperonin Mm-Cpn; Potency, µM (series often up to 76.9 µM), for the others: at the highest dose activity, negative = inhibition, actives largely listed as inhibitors; purified Mm-Cpn ATPase, ADP Transcreener TR-FRET; 330,000 tested, 0.031% active; also: potency is read from the fitted curve at half-maximal effect; % is scaled to controls: 0 for no effect and ±100 for the full control effect; nearly all actives have a fitted effect of over 80% in size
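Compound-treated chaperonin, 25 nM final, turns over 10 uM ATP at 37°C for 30 min following a 10 min preincubation; ADP generated competes with ADP-d2 for Eu-cryptate antibody, lowering FRET.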
A549 viability = A549 cytotoxicity, counter-screen for Nrf2 inhibitors; A549 ARE-Fluc cells, CellTiter-Fluor viability, 18-24 h; Potency, µM (doses to about 46 µM), for the others: top-dose activity change, negative = cytotoxicity, usual class: inhibitors; 390,000 tested, 0.16% active; also: potency is read from the fitted curve at half-maximal effect; % is scaled to controls: 0 for no effect and ±100 for the full control effect
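A549 ARE-Fluc cells in 5% FBS OPTI-MEM, 5000 cells/well, rested 2 h then exposed to compounds in concentration-response for 18-24 h at 37 °C. Viability by CellTiter-Fluor fluorescence (Ex 405/Em 525) after 30 min; luciferase luminescence (BugLite, 15 min, RT) read afterwards.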
S2 tox = cell viability loss in ATXN counter-screen. S2 cells (HEK-293 line with an ATXN2-luciferase reporter) viability, CellTiter-Fluor protease fluorescence, 24 h. Potency, µM (top dose mostly 56.7 µM), hits mostly cytotoxic. 400,000 tested, 0.49% active. AID 651635; also: potency is read from the fitted curve at half-maximal effect; nearly all actives have a fitted effect of over 40% in size
HepG2 tox = counter-screen for TGF-b inhibitors: cytotoxicity in HepG2 cells. HepG2 CAGA-GFP viability, ATP luminescence, 18 h. Potency, µM (highest dose often 46.1 µM), for the others: at the top dose activity change, negative = cytotoxicity, usual class: cytotoxic. 410,000 tested, 0.76% active. AID 588856; also: potency is read from the fitted curve at half-maximal effect; some results filed as inactive show a strong effect at the top dose
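HepG2 CAGA-GFP cells (1000/well, DMEM with 1% FBS) received compound, then TGF-beta at 500 pg/mL final, and were incubated 18 hours at 37 degrees C. Viability was read by CellTiter-Glo luminescence. Media-only wells were set as complete cell-killing and DMSO as no toxicity.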
Akt phos inh = Akt phosphorylation inhibition; Neuro2A IGF-stimulated pAkt S473 HTRF, 20 min; active compounds read low; activity change, % for hits at 50 µM; 360,000 tested, 0.32% active; AID 651550; in the data active = activity change below about -80%; inconclusive = mostly about -51% to -80%; also: % is scaled to controls: 0 for no effect and ±100 for the full control effect
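Neuro2A cells (4,500/well, DMEM with 0.5% FBS) were treated with compound at a single 50 µM final concentration, stimulated with 6 nM IGF for 20 min at 37 °C, and lysed. Phospho-Akt Ser473 was read by HTRF as 665/615 ratio ×10^4.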
TGFb SMAD3 inh = inhibitors of TGF-b signaling | HepG2 CAGA-GFP TGF-b/SMAD3 reporter, GFP fluorescence, 18 h; TGF-beta stimulated, 500 pg/mL final | Potency, µM (top dose mostly 46.1 µM), without a hit: at the top dose activity, negative = inhibition, usual class: inhibitors | 410,000 tested, 1.2% active; also: potency is read from the fitted curve at half-maximal effect; % is scaled to controls: 0 for no effect and ±100 for the full control effect; nearly all actives have a fitted effect of over 65% in size
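Inhibition was scored as loss of TGF-beta-induced (500 pg/mL final, 18 hours, 37 degrees C) GFP in HEPG2 cells carrying a CAGA-GFP reporter, in DMEM with 1% FBS. Well GFP was summed per cell; Activity was normalised to unstimulated and stimulated DMSO wells, then concentration-response fitting.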
Nrf2 ARE act = Nrf2 pathway activation; AREc32 ARE-luciferase reporter (MCF7-derived line), luminescence, 24 h; Potency, µM (series often up to 46.1 µM), inactives show top-dose activation, hits mostly activators; 410,000 tested, 0.31% active; AID 624171; also: potency is read from the fitted curve at half-maximal effect; % of control where 0% means no effect; nearly all actives have a fitted effect of over 65% in size
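Nrf2 activation is followed as ARE-luciferase induction in the AREc32 line after one day of compound treatment; luminescence is read with Steady-Glo.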
Nrf2 block = blocks Nrf2 signaling; A549 ARE-Fluc reporter, luciferase luminescence, 18-24 h; Potency, µM (top dose mostly 46 µM), inactives show at the highest dose activity change, negative = inhibition, most hits filed as inhibitors; 360,000 tested, 2.1% active; also: potency is read from the fitted curve at half-maximal effect; % is scaled to controls: 0 for no effect and ±100 for the full control effect; nearly all actives have a fitted effect of over 60% in size
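A549 ARE_Fluc cells (5000/well, 5% FBS OPTI-MEM) pre-incubated 2 h, then treated with compounds 18-24 h at 37C/5% CO2 in concentration-response. CellTiter-Fluor viability read first; BugLite luciferase luminescence after 15 min at room temperature gives Nrf2 activity.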
CCT chaperon mod = cytosolic chaperonin activity modulation; purified chaperonin ATPase assay, HTRF ADP detection, 30 min; activity change, % (no concentration beside the values), hits read low; 360,000 tested, 0.3% active; AID 651819; in the data active = activity change below about -30%; also: % is scaled to controls: 0 for no effect and ±100 for the full control effect
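Enzyme 40 or 20 nM (batch-dependent) in Tris pH 7.4/KCl/MgCl2/DTT; cpd 76 uM single point; ATP 10 uM; 30 min 37 °C; Transcreener ADP HTRF detection, 30 min RT; ratio 665/615.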
* = called active by the depositor; i = inactive; ? = inconclusive; / = not tested or not shown; & = joins results of further samples; [ ] = dose if it differs, or a comment. Unless noted, calls follow the shape of the dose curve; as a rule, active = well fitted curve in the direction sought with a large enough effect; inconclusive = small, poorly fitted or top-dose-only effect, or another doubt; inactive = no such curve, though single readings can be large; an effect the other way counts as inactive or inconclusive.

molecule,Akt phos inh,Nrf2 block,Nrf2 ARE act,HepG2 tox,MmCpn inh,CCT chaperon mod,A549 viability,TGFb SMAD3 inh,S2 tox
COc1cc(OC)c2c(-c3ccccc3)cc(=O)oc2c1C(CCN1CCOCC1)c1ccc(N(C)C)cc1 (stereo not drawn),i,?,12%,-41%,?,-1.6,?,?,?
Clc1cccc(-c2nnc(-c3ccno3)o2)c1,i,8%,?,-32%,1%,-1.1,9%,-6%,i
C1CCN2CC3CC(CN4CCCC[C@@H]34)[C@H]2C1,i,-3%,0.1%,0%,/,0.3,0%,6%,i
COC(=O)c1cc2ccsc2n1CC(=O)Nc1cc(Cl)ccc1OC,i,?,13%,-21%,-5%,-1.5,-12%,?,i
CC1CC(C)CN(S(=O)(=O)c2ccc3c(c2)CC(C)N3C(=O)C2CC2)C1 (stereo not drawn),/,-17%,0.8%,-22%,0%,-2.5,-22%,?,i
Cc1ccc2[nH]c(=O)c(CN(Cc3cccs3)S(=O)(=O)c3ccc4c(c3)OCCO4)cc2c1,i,-9%,2.0%,-3%,0%,-5.3,3%,?,i
O=S(=O)(NCCSCc1ccc(Cl)cc1Cl)c1ccc2c(c1)OCCO2,i,-6%,3.0%,-29%,-1%,1.0,-7%,?,i
CCC(Oc1ccccc1)C(=O)Nc1nnc(S(=O)(=O)Nc2ccccc2)s1 (stereo not drawn),i,?,0.0%&0.1%,-18%&2%,-1%,-0.1,-4%&2%,-19%&0%,i

Remaining list, next part:
molecule,Akt phos inh,Nrf2 block,Nrf2 ARE act,HepG2 tox,MmCpn inh,CCT chaperon mod,A549 viability,TGFb SMAD3 inh,S2 tox
CC1(C(=O)Nc2cccc(C#N)c2)CCN1C(=O)C/C=C/c1ccccc1 (stereo not drawn),i,/,3.7%,0%,/,-2.0,/,-28%,i
CCCOc1ccc(C(=O)NNC(=S)NC(=O)c2ccccc2[N+](=O)[O-])cc1,i,?,-0.6%,-20%,1%,1.2,-8%,-19%,i
CCCCC[C@@H]1C=C(C(=O)O)[C@H](c2ccc(C#N)cc2)N1S(=O)(=O)c1ccc(C)cc1,i,-20%,2.8%,0%,-1%,0.2,-4%,-3%,i
Cn1c2ccccc2c2c(C(=O)N3CCN(c4ccccc4)CC3)cn(C3CCCC3)c(=O)c21,i,?,0.3%,-12%,-4%,-1.7,-24%,-11%,i
Cc1ccc(NC(=O)N2CCCC2C(=O)Nc2ccc(-n3cnnn3)c(C)c2)cc1 (stereo not drawn),i,15%,-0.3%,-5%,0%,-2.7,12%,-4%,i
Cc1cccc(C)c1NC(=O)c1cc(S(=O)(=O)N2CCc3ccccc3C2)ccc1F,/,/,1.3%,-15%,/,/,9%,-19%,i
Cc1ccc(C(=O)CSc2nc(-c3ccccc3)cc(=O)[nH]2)cc1,i,8%,0.1%,-1%,-4%,-1.7,-3%,14%,i
Cc1onc(-c2c(F)cccc2Cl)c1-c1nnc(-c2ccc(C(F)(F)F)cc2)o1,i,-17%,-0.3%,-35%,-3%,-0.3,1%,?,?

(further entries)
molecule,Akt phos inh,Nrf2 block,Nrf2 ARE act,HepG2 tox,MmCpn inh,CCT chaperon mod,A549 viability,TGFb SMAD3 inh,S2 tox
COc1ccc2nc(N3C(=O)CNC3=S)sc2c1,i,?,22%,-61%,1%,-1.0,0%,?,?
CC1=CC(C)(C)n2c(O)c(N=NC(N)=S)c3c(C)c(C)cc1c32,i,-8%,0.2%,-17%,2%,-1.8,-4%,-3%,i
Cc1ccc(NC(=S)N(CCCN2CCOCC2)Cc2ccco2)cc1Cl,i,6%,-0.6%,-4%,0%,-3.8,-4%,-4%,i
CCCCNC(=O)CNC(=O)c1cccs1,/,/,-0.3%,3%,0%,-1.0,7%,-10%,i
COC(=O)c1ccc(Sc2ccccc2NS(=O)(=O)c2ccc(C)cc2)nc1,i,23%,0.1%,-11%,-1%,-0.4,-3%,-4%,i
O=C(CSc1nc(=O)n(CCCN2CCOCC2)c2c1CCCC2)Nc1cccc([N+](=O)[O-])c1,i,-10%,0.2%,-4%,0%,1.1,7%,18%,i
CC(=O)Nc1ccc(SC[C@H](Cc2ccccc2)N2CC[C@@H](C(C)(C)C)CCC2=O)cc1,i,?,0.6%,-10%&-43%,1%,-0.1,-13%,10µM*,32µM*
CN(CC1COc2ccccc2O1)C(=O)CSc1nncs1 (stereo not drawn),i,9%,-0.2%,2%,2%,-1.9,2%,-2%,?

Following part.
molecule,Akt phos inh,Nrf2 block,Nrf2 ARE act,HepG2 tox,MmCpn inh,CCT chaperon mod,A549 viability,TGFb SMAD3 inh,S2 tox
CCOC(=O)c1ccc(NC(=O)Cn2cc(C(=O)c3ccc(Cl)cc3)c(=O)c3ccc(C)nc32)cc1,/,?,5.2%,-24%,/,/,-14%,134%[activator],i
Cc1cn([C@H]2C[C@H](O)[C@@H](/C=C/C(=O)N3CCN(Cc4ccc(F)cc4)CC3)O2)c(=O)[nH]c1=O,i,/,0.1%,6%,/,0.7,/,-16%,i
Clc1ccc(Sc2cc(Cl)c(-c3ccccc3)nn2)cc1,i,/,0.5%,-5%,-3%,1.6,-1%,1%,i
CC1=C(C(=O)Nc2ccc(C(=O)NCCCN3CCCCC3)cc2)SCCO1,i,12%,2.4%,-2%,-2%,-0.3,-1%,5%,i
COc1ccc(CN(Cc2cccn2C)S(=O)(=O)c2ccc(F)cc2)cc1,i,?,1.1%,-12%,0%,-0.5,1%,4%,i
Cc1ccccc1CN1CCN(CC(=O)NCc2ccco2)C1=O,i,/,0.1%,20%,0%,-0.4,-1%,17%,i
C=CCn1c(SCC(=O)N(C)c2c(N)n(Cc3ccccc3)c(=O)[nH]c2=O)nnc1-c1ccccc1OC,i,6%,-0.3%,13%,0%,0.5,-6%,-7%,i
NC(=O)Nc1ccc(C(=O)OCC(=O)NC2CCCCC2)cc1,i,1%,0.9%,24%,-1%,1.2,0%,10%,i

Additional compounds:
molecule,Akt phos inh,Nrf2 block,Nrf2 ARE act,HepG2 tox,MmCpn inh,CCT chaperon mod,A549 viability,TGFb SMAD3 inh,S2 tox
O=C(/C=C/c1ccc(F)cc1)NC(=S)NNC(=O)c1cccnc1,i,2%,3.0%,-10%,1%,-0.6,-1%,3%,i
O=C(CSc1nnc(-c2cccs2)n1-c1ccccc1)NCc1ccco1,i,-15%,0.5%,-36%,0%,-0.1,-5%,18%,i
COc1cccc(-c2n[nH]c3c2C(c2ccccn2)N(C)C3=O)c1 (stereo not drawn),/,-2%,5.2%,-26%,/,/,3%,-8%,/
CC(=O)C1=C(C)NC(=O)CC1c1ccccc1Cl (stereo not drawn),i,-23%,-0.2%,1%,-3%,-1.4,3%,24%,i
CCC(=O)c1ccccc1OCCCN1C(=O)NC(C)(C)C1=O,/,/,-0.4%,12%,-1%,-3.0,-5%,35%[activator],i
C[C@@H]1ON(C)[C@H]2C[C@H]3c4[nH]c5ccc(-c6ccc7c(c6)OCO7)cc5c4CCN3C[C@@H]12,i,/,-4.3%,-43%,/,-73*,/,?,?
O=C(c1ccccc1)N1CCCCC(S(=O)(=O)c2ccccc2)C1=O (stereo not drawn),i,-12%,-0.9%,4%,1%,-0.1,0%,-22%,i
CCNC(=O)c1cccc(NC(=O)C2CC(=O)N(CCc3ccccc3)C2)c1 (stereo not drawn),i,5%,-0.1%,5%,-2%,2.1,-9%,-6%,i

The list continues:
molecule,Akt phos inh,Nrf2 block,Nrf2 ARE act,HepG2 tox,MmCpn inh,CCT chaperon mod,A549 viability,TGFb SMAD3 inh,S2 tox
CC(OC(=O)c1ccc(-n2cnnn2)cc1)C(=O)N(C)c1ccccc1 (stereo not drawn),i,-29%,-0.3%,-18%,1%,-1.6,-19%,0%,?
CC(OC(=O)C1CCN(S(=O)(=O)c2ccc3c(c2)OCCO3)CC1)C(=O)N(C)c1ccccc1 (stereo not drawn),i,-13%,0.6%,-2%,1%,-2.6,-4%,-28%,?
Cc1cccc(NC(=O)c2nc[nH]c2C(=O)N2CCc3ccccc3C2)c1,i,13%,0.0%,2%,1%,2.4,0%,5%,i
CCc1ccc(C2CC(=O)c3c([nH]c(C(=O)OC4CCCCCC4)c3C)C2)cc1 (stereo not drawn),/,11%,-0.9%,-17%,/,/,7%,3%,i
Cc1cc(NCCCN2CCOCC2)n2nc(C)c(-c3ccccc3)c2n1,i,/,2.8%,-16%,-2%,-2.1,-5%,13%,i
COc1cc(-n2ccnc2SC)c(Cl)cc1Cl,i,-15%,1.8%,-9%,2%,-1.4,6%,?,i
O=C(O)/C=C/C(=O)NCCC(c1ccccc1)c1ccccc1,i,4%,0.4%,-83%,4%,-1.5,0%,?,i
COc1ccc(C(=O)N2CCC(O)(c3ccc(F)cc3)CC2)cc1OC,i,-4%,0.1%,0%,0%,-1.8,4%,-3%,i
COc1cc(/C=C2/C(=O)NN(c3cccc(Cl)c3)C2=O)cc(OC)c1O,i,18%,0.6%,-4%,-1%,-0.6,3%,12%,i
C[C@H](CO)N1C[C@H](C)[C@H](CN(C)C(=O)CCC(F)(F)F)OCc2cnnn2CCCC1=O,i,/,-0.9%,2%,/,0.4,/,1%,i
CC(C)(C)OC(=O)N/N=C/c1ccc(N2CCOCC2)s1,i,11%,5.2%,0%,-1%,-1.0,-6%,-4%,i

Molecules above containing a COOH group, in the order listed:
molecule,Akt phos inh,Nrf2 block,Nrf2 ARE act,HepG2 tox,MmCpn inh,CCT chaperon mod,A549 viability,TGFb SMAD3 inh,S2 tox
CCCCC[C@@H]1C=C(C(=O)O)[C@H](c2ccc(C#N)cc2)N1S(=O)(=O)c1ccc(C)cc1,i,-20%,2.8%,0%,-1%,0.2,-4%,-3%,i
O=C(O)/C=C/C(=O)NCCC(c1ccccc1)c1ccccc1,i,4%,0.4%,-83%,4%,-1.5,0%,?,i

High-throughput results from PubChem.
